RORg inh = qHTS for inhibitors of ROR gamma transcriptional activity | Drosophila S2 Gal4-RORgamma UAS-luciferase reporter, 20 h | Potency, µM (series often up to 53.6 µM), without a hit: at the highest dose activity change, negative = inhibition, actives largely listed as inhibitors | 310,000 compounds, 5.4% hits | AID 2551, 2010; further: on the % scale 0 is the no-effect control and ±100 the full control effect; nearly all actives have a fitted effect of over 60% in size
Target sequence (P51450 whole entry, looked up, the tested form may be a part): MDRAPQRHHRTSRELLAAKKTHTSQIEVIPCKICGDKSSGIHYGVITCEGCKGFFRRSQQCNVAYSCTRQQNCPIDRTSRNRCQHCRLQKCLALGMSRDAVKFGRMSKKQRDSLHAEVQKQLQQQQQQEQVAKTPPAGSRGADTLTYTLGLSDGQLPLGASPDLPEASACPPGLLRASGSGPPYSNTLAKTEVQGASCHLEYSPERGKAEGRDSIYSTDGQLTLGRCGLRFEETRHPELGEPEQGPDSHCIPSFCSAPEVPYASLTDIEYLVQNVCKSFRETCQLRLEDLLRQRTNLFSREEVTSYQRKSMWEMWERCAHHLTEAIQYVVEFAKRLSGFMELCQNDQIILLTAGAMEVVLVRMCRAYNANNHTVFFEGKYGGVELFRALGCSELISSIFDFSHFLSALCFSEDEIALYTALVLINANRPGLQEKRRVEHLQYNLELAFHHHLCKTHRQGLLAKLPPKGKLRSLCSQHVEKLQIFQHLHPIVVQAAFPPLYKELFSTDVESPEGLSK
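Stable Schneider cell line, Gal4 DNA-binding domain fused to ROR gamma, UAS-luciferase. Cmpd 1 hr RT → CuSO4 700 uM final → 20 hr RT → luciferase reagent 10 min → luminescence.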
NPC1 promoter act = qHTS Assay for NPC1 Promoter Activators; Huh7 NPC1 promoter luciferase reporter, 24 h; Potency, µM (top dose mostly 9.22 µM), inactives show top-dose activation, actives largely listed as activators; 320,000 compounds, 2.4% hits; AID 485313, 2010;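 further: % of control where 0% means no effect; nearly all actives have a fitted effect of over 60% in size; reporter is driven by a mutant NPC1 promoter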
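Stably transfected Huh7 (NPC1 promoter→luciferase), 1500 cells/well in Opti-MEM + 10% FBS, 2 h settle, then compound 24 h at 37 °C. Luminescence after 10 min with Amplite reagent.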
Rab9 prom act = qHTS Assay for Rab9 Promoter Activators. Huh7 Rab9 promoter-luciferase reporter, luminescence, 24 h. Potency, µM (doses to about 9.22 µM), without a hit: at the highest dose activation, negative = inhibition, most hits filed as activators. 320,000 compounds, 2.8% hits; further: % of control where 0% means no effect; nearly all actives have a fitted effect of over 60% in size
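Luminescence read-out: Huh7 cells stably expressing Rab9-luciferase, treated 24 h with compound at 37 °C, then lysed with luciferase reagent for 10 min at ambient before reading.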
VP16 counter = VP16 counterscreen qHTS for inhibitors of ROR gamma transcriptional activity | Potency, µM (top dose mostly 53.6 µM), inactives show at the highest dose activity, negative = inhibition, usual class: inhibitors | Drosophila S2 Gal4-VP16 UAS-luciferase, luminescence, 20 h | AID 2546, 2010 | 310,000 compounds, 3.5% hits;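 further: Gal4-VP16 expression switched on by copper sulfate through the metallothionein promoter; on the % scale 0 is the no-effect control and ±100 the full control effect; nearly all actives have a fitted effect of over 50% in size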
BRCA1 expr up = qHTS Assay to Identify Small Molecule Activators of BRCA1 Expression. MCF7-BRCA1-FFLuc reporter, luminescence, 48 h; response scale: scaled: vehicle 0%, 10 µM genistein 100%. AID 624202, 2012. 380,000 compounds, 1.1% hits. Potency, µM (titrated, usually from 46.1 µM), without a hit: at the highest dose activation, actives largely listed as activators; further: nearly all actives have a fitted effect of over 80% in size; some results filed as inactive show a strong effect at the top dose
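Using MCF7 cells harboring a BRCA1 firefly luciferase reporter, plated 2 h before compound pinning, the screen measured luminescence after 48 h incubation. Responses were normalized to DMSO and 10 microM genistein, then fitted for concentration-effect.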
An asterisk follows results filed as active; ? = inconclusive; . = not tested or not shown; & = joins results of further samples; ! = repeats disagree; [ ] = dose if it differs, or a comment. The call rests on the fitted dose curve; in most records, active means well fitted curve in the direction sought with a large enough effect; inconclusive means small, poorly fitted or top-dose-only effect, or another doubt; inactive means no such curve, though single readings can be large; an effect the other way counts as inactive or inconclusive. Potency means the concentration at half of the fitted maximal effect.

SMILES	RORg inh	NPC1 promoter act	Rab9 prom act	VP16 counter	BRCA1 expr up
COc1ccccc1-c1cnc(C(O)c2ccc(Cl)c(Cl)c2)[nH]1 (stereo unspecified)	.	.	.	.	-16.2%
NS(=O)(=O)c1ccc(SCc2ccccc2)nc1	.	.	.	.	77.0%
CCN1CCN(S(=O)(=O)c2ccc(Cl)c(C(=O)N(C)Cc3ccc(C(C)(C)C)cc3)c2)CC1	.	.	.	.	-34.3%
COc1cc2nnn(-c3ccncc3)c2cc1OC	.	.	.	.	1.6%
c1ccc(Cc2c(-c3ccco3)nc3c4ccccc4ccn23)cc1	.	.	.	.	87.4%
Clc1cccc(-c2nc3ccc(Br)cn3c2Cc2ccsc2)c1	.	.	.	.	79.6%
CC(=O)c1ccc(CCCCc2ccc(C(C)=O)cc2)cc1	.	.	.	.	-8.2%
Cc1cc(CNC(=O)C2(C(F)(F)F)CC(CCCO)CCCO2)nn1C (stereo unspecified)	39.2%	.	.	-2.4%	-2.7%
OCc1cc([C@@H](O)CNCCCCCCOCCCCc2ccccc2)ccc1O	?	.	.	-23.0%	-38.7%
O=C(NCO)c1cccnc1	-22.8%	.	.	-13.9%	-6.7%
CCCN[C@H]1CCc2nc(N)sc2C1	-20.4%	.	.	-8.3%	-2.6%
COC(=O)[C@@]1(Cc2ccc(OC)cc2)[C@H]2c3cc(C(=O)N4CCCC4)n(Cc4ccsc4Br)c3C[C@H]2CN1C(=O)c1ccccc1	7.4%	.	.	-7.5%	-12.5%
Cc1cccc(C(=O)N2CCC(=O)N([C@H](COCc3cccc(C(F)(F)F)c3)Cc3ccccc3)CC2)c1	3.0%[40.7 µM]	.	.	2.4%[40.7 µM]	-53.3%
COC(=O)[C@@]1(Cc2ccc(F)cc2)[C@H]2c3cc(C(=O)N4CCCC4)n(CCc4ccc(OC)c(Br)c4)c3C[C@H]2CN1C(=O)c1ccccc1	41.3%	.	.	-2.0%	-49.8%
CCCCC1=CC2=CC(=O)C(C)(OC(=O)c3cccs3)C(=O)C2=CO1 (stereo unspecified)	14.6%	.	.	5.2%	15.8%
CCc1ccc(OCc2ccccc2C(=O)Nc2ccc3nc(C)cc(N)c3c2)cc1	11.2µM*	.	.	?	-26.2%
N#Cc1sc(=O)[nH]c1Cl	-0.5%	.	.	2.3%	2.8%
CS(=O)(=O)c1ccc(CNC(=O)C2(C(F)(F)F)C/C(=C\Cc3ccccc3)CCCO2)cc1 (stereo unspecified)	37.2%	.	.	8.2%	6.0%
Oc1ccc(Cl)c2cccnc12	1.78µM*	.	.	3.16µM*!	-63.9%
CN/C(=C\[N+](=O)[O-])NCCSCc1csc(CN(C)C)n1	6.0%[2.98 µM]	.	.	2.4%[17 µM]	1.6%
CCNC(=S)NCC	-0.8%	.	.	0.2%	8.6%
COC(=O)N1[C@H](C)C=C[C@]1(Cc1ccccc1)C(=O)OC	1.2%	.	.	1.6%	0.0%
O=c1n(CC2CO2)c(=O)n(CC2CO2)c(=O)n1CC1CO1 (stereo unspecified)	0.3%	.	.	-3.4%	-68.8%&-38.5%
CC(=O)OCC1=C(C(=O)O)N2C(=O)C(NC(=O)Cc3ccccc3)C2SC1 (stereo unspecified)	-0.9%	.	.	-6.0%	8.1%
O=C(NCC1CC1)C1(C(F)(F)F)CC(CCCO)CCCO1 (stereo unspecified)	20.9%	.	.	-2.5%	0.0%
SMILES	RORg inh	NPC1 promoter act	Rab9 prom act	VP16 counter	BRCA1 expr up
COC(=O)c1c(C)cc(O)cc1O	-1.7%	.	.	-21.6%	20.4%
Nc1ncnc2c1nc(Br)n2C1CC(O)C(CO)O1 (stereo unspecified)	2.6%	.	.	15.5%	5.4%
CN1C(CCl)Nc2cc(Cl)c(S(N)(=O)=O)cc2S1(=O)=O (stereo unspecified)	6.3%	.	.	6.6%	25.1%
CS(=O)(=O)c1ccc(C2=C(c3ccccc3)C(=O)OC2)cc1	-3.9%	.	.	-0.4%	-7.1%
C1CCN2C[C@@H]3C[C@@H](CN4CCCC[C@@H]34)[C@H]2C1	6.8%	.	.	2.1%	9.0%
c1ccc2scnc2c1	3.5%	.	.	-3.7%	3.5%
CCCC/C=C/[C@H](c1ccccc1)[C@H](CO)Cc1cccnc1	-0.8%	.	.	?	0.0%
COC(=O)[C@@]1(Cc2ccc(OC)cc2)[C@H]2c3cc(C(=O)N4CCCC4)n(Cc4c(CO)[nH]cc(C)c4=O)c3C[C@H]2CN1C(=O)c1ccccc1	23.7%	.	.	-16.9%	-7.9%
Cn1c(=O)c2c(ncn2CCOC(=O)C(C)(C)Oc2ccc(Cl)cc2)n(C)c1=O	?	.	.	-10.3%	5.2%
C/C=C1\COC(C(=O)NCc2ccccc2)(C(F)(F)F)C=C1C=C(C)C (stereo unspecified)	?	.	.	?	15.2%
O=C(c1ccc(C(F)(F)F)cc1)N1CCC(=O)N([C@H](COCc2ccc(Cl)cc2)Cc2ccccc2)CC1	1.0%[40.7 µM]	.	.	-24.7%[40.7 µM]	-37.9%
O=C(OCc1ccccc1)c1ccccc1	4.3%&23.8%	.	.	-8.9%&-4.8%	2.2%
COc1ccc(-c2ccc(=N)n(CCCC(=O)O)n2)cc1	3.5%	.	.	3.6%	10.4%
O=C1c2cccc(O)c2C(=O)c2c(O)cc(CO)cc21	-42.7%	.	.	-10.6%	32.9%
C=C1CC2C(=O)N(Cc3ccccc3)C(C(=O)OCC)(C(=O)OCC)C1N2C(=O)OC(C)(C)C (stereo unspecified)	27.5%	.	.	-20.6%	-10.6%
Cc1cc(=O)oc2cc(O)cc(O)c12	-4.0%	.	.	4.8%	0.0%
O=C1c2ccccc2C(=O)c2c1ccc(O)c2O	-34.6%&-7.7%	.	.	-10.3%&-7.2%	2.0%
O=c1cc(-c2ccccc2)oc2cc(O)ccc12	7.2%	.	.	-1.7%	10µM*
CC(=O)c1ccsc1B(O)O	-8.1%	.	.	-12.5%	-8.4%
COc1ccc(CNS(=O)(=O)c2ccc(C)cc2)cc1	?	.	.	2.8%	-10.3%
COc1cc(C(C)=O)cc(OC)c1O	-29.4%	.	.	18.0%	-1.4%
C[C@H](CCC(=O)O)[C@H]1CC[C@H]2[C@@H]3CC[C@@H]4C[C@H](O)CC[C@]4(C)[C@H]3C[C@H](O)[C@]12C	20.1%	.	.	-5.0%	1.9%&-1.8%&-0.6%
C[C@@H](C(=O)Nc1ccc2ccccc2c1)[C@@H]1C[C@@]1(C)[C@@H](N)c1ccccc1	-4.1%	.	.	13.9%	-7.1%
Nc1cccc(B(O)O)c1	-30.7%	.	.	-6.2%	1.8%
O=C1CN2Cc3c(ccc(Cl)c3Cl)N=C2N1	17.0%	.	.	8.4%	-0.8%

For convenience, some entries already given:
SMILES	RORg inh	NPC1 promoter act	Rab9 prom act	VP16 counter	BRCA1 expr up
C[C@@H](C(=O)Nc1ccc2ccccc2c1)[C@@H]1C[C@@]1(C)[C@@H](N)c1ccccc1	-4.1%	.	.	13.9%	-7.1%
Nc1cccc(B(O)O)c1	-30.7%	.	.	-6.2%	1.8%
O=C1CN2Cc3c(ccc(Cl)c3Cl)N=C2N1	17.0%	.	.	8.4%	-0.8%

Other results:
SMILES	RORg inh	NPC1 promoter act	Rab9 prom act	VP16 counter	BRCA1 expr up
O=C(Nc1cccc(C2=NCCN2)c1)Nc1cccc(C2=NCCN2)c1	2.4%[10 µM]	.	.	4.9%	-39.7%
CCC[C@@H]1CCCO[C@@](C(=O)NCc2cc(C)n(C)n2)(C(F)(F)F)C1	19.6%	.	.	7.5%	11.0%
CC(C)=CCc1c2c(c3occ(-c4ccc(O)c(O)c4)c(=O)c3c1O)C=CC(C)(C)O2	?	.	.	?	-103.3%[inhibitor]
CC(=O)Nc1ccc(OCC(O)CNC(C)C)cc1 (stereo unspecified)	0.0%	.	.	-0.6%	18.9%
O=C(c1ccc(C(F)(F)F)cc1)N1CCC(=O)N([C@H](COCc2ccc(C(F)(F)F)cc2)Cc2ccccc2)CC1	?	.	.	-9.4%[40.7 µM]	-51.2%
COC(=O)[C@@]1(Cc2ccc(F)cc2)[C@H]2c3cc(C(=O)N4CCCC4)n(Cc4ccc(C)o4)c3C[C@H]2CN1C(=O)c1ccccc1	24.0%	.	.	-19.6%	-66.2%
COC(=O)C1=C[C@@H](C(=O)OC)[C@@H]2C3=C(C(=O)[C@@]2(C)NC(=O)c2ccccc2)[C@H](c2ccccc2)[C@@H]2C(=O)NC(=O)[C@@H]2[C@@H]3C1	2.5%	.	.	2.8%	9.7%
Cc1cccc(C(=O)N2CCC(=O)N([C@H](COCc3ccc(Cl)cc3)Cc3ccccc3)CC2)c1	34.3%	.	.	-10.6%	-25.6%
COC(=O)Cn1c(C(=O)N(C)C)cc2c1C[C@H]1CN(C(=O)c3ccccc3)[C@@](Cc3ccc(F)cc3)(C(=O)OC)[C@@H]21	14.8%	.	.	-16.6%	6.1%
COC(=O)C1=C[C@@H](C(=O)OC)C2C3=C(C(=O)C24CCCCC4)[C@H](C)n2c(=O)n(-c4ccccc4)c(=O)n2[C@@H]3C1 (stereo partly specified)	-28.5%	.	.	-6.6%	0.0%
CC(=O)OCON[N+]([O-])=NC(C)C	0.2%	.	.	28.2%	9.4%
CCC1(CC)C(=O)C2=C3C1[C@H](C(=O)OC)C=C(C(=O)OC)C[C@H]3[C@H]1C(=O)N(Cc3ccccc3)C(=O)[C@H]1[C@H]2C (stereo partly specified)	25.6%	.	.	-4.6%	10.2%
COC(=O)[C@@]1(Cc2ccc(OC)cc2)[C@H]2c3cc(C(=O)N4CCCC4)n(Cc4ccc(OC(F)(F)F)cc4)c3C[C@H]2CN1C(=O)c1ccccc1	17.1%	.	.	-4.1%	-27.0%
COc1ccc(C2CC(=O)c3c(O)cc(O)cc3O2)cc1O (stereo unspecified)	9.1%	.	.	11.3%	94.6%
COC(=O)[C@@]1(Cc2ccc(F)cc2)[C@H]2c3cc(C(=O)N4CCCC4)n(CCF)c3C[C@H]2CN1C(=O)c1ccccc1	30.3%	.	.	-18.2%	-20.4%
COc1cc(/C=C/C(=O)O)ccc1O	1.7%	.	.	4.0%	29.9%
CC(=O)OC1CCC2C3CCc4cc(O)ccc4C3CCC12C (stereo unspecified)	-27.0%	.	.	?	-17.9%
COc1c(N2CCNC(C)C2)c(F)cc2c(=O)c(C(=O)O)cn(C3CC3)c12 (stereo unspecified)	-0.6%	.	.	-7.8%	7.3%
Clc1cccc(Nc2nnc(-c3ccccc3)c3ccccc23)c1	-31.4%	.	.	5.4%	-34.3%
O=C(O)c1ccc(B(O)O)cc1	-22.9%	.	.	3.5%	6.0%
C=C1C[C@@]23CC[C@H]4[C@@](C)(CCC[C@@]4(C)C(=O)OC4OC(CO)C(O)C(O)C4O)[C@@H]2CC[C@]1(OC1OC(CO)C(O)C(O)C1OC1OC(CO)C(O)C(O)C1O)C3 (stereo partly specified)	.	-4.7%[46.1 µM]	-7.7%[46.1 µM]	.	.
CC(C)(C)c1onc(OCP(=O)(O)O)c1CC(N)C(=O)O (stereo unspecified)	.	-4.5%&8.5%[46.1 µM]	0.7%&3.7%[46.1 µM]	.	.
NC(=S)NCCC[C@H](N)C(=O)O	.	10.4%[46.1 µM]	0.0%[46.1 µM]	.	.
CCCCN1CCC(n2c(=O)[nH]c3ccccc32)CC1	.	-0.5%[46.1 µM]	-6.3%[46.1 µM]	.	.
Cn1ccnc1	.	-10.2%[46.1 µM]	-16.6%[46.1 µM]	.	.
Oc1ccc2ccccc2c1SSc1c(O)ccc2ccccc12	.	4.5%[46.1 µM]	1.4%[46.1 µM]	.	.
O=C(O)[C@H]1NCCC[C@H]1C(=O)O	.	2.5%[46.1 µM]	-10.9%[46.1 µM]	.	.
NC(N)=N[C@@H](CCC(=O)O)C(=O)O	.	-0.2%[46.1 µM]	-4.4%[46.1 µM]	.	.

Bioassay records deposited in PubChem BioAssay by National Center for Advancing Translational Sciences (NCATS).

Not all compounds are listed; rates above refer to the full screens.
